# Screening data from PubChem BioAssay.
# HDAC3 inhib = HDAC3 deacetylase inhibitors, primary screen, biochemical, fluorescence, cell-free homogeneous; inhibition, % at 8.3 µM; Histone deacetylase 3 (Homo sapiens), O15379; recombinant HDAC3, fluorogenic peptide/trypsin coupled; 0.15% of 320,000 active; in the data active = inhibition above about 26%, passing the limit was not always enough; inconclusive = no clear call, values can overlap the other calls
# RGS4 block = RGS4 inhibitors, primary screen, cell-based, HEK293 M3R inducible RGS4, calcium flux; Fluo-4 calcium flux; active compounds read high; triggered by carbachol at its EC20; B-score at 10 µM; 0.45% of 310,000 active; AID 463165, 2010;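 active = B-score, a plate-corrected calcium signal, over three deviations above library mean, with baseline fluorescence within five deviations of library mean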;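 note: RGS4 expression induced by doxycycline in cells with stable M3 receptor; B-score is computed from the integrated fluorescence ratio over baseline after carbachol; higher B-score means a larger calcium signal and so more RGS4 inhibition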
# TRPC6 inh = mouse TRPC6 channel inhibitors, primary screen, cell-based, HEK293, membrane potential dye; Short transient receptor potential channel 6 (Mus musculus), Q61143; B-score at 10 µM; ACh-evoked depolarization; active compounds read low; 1.1% of 310,000 active; AID 2553, 2010;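 active = B-score under library mean minus 3 SD, initial fluorescence not abnormally high, positive integrated signal ratio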;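 note: B-score derived from integrated fluorescence ratio over the kinetic read; more negative B-score means stronger inhibition of depolarization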
# TRPC6 activator = mouse TRPC6 channel activators, primary screen, cell-based, HEK293, membrane potential dye. 0.13% of 310,000 active. B-score at 10 µM. Short transient receptor potential channel 6 (Mus musculus), Q61143. HEK293-TRPC6 membrane potential dye fluorescence; active compounds read high;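 active = B-score of the integrated fluorescence ratio above library mean plus 3 SD, and starting fluorescence ratio within library mean plus 5 SD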;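 note: higher score means more depolarization so channel activation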
# MrgX1 ag = agonists of human MrgX1 receptor, primary screen, HEK293 cells, Fluo-4 calcium flux. Mas-related G-protein coupled receptor member X1 (Homo sapiens), Q96LB2. Fluo-4 calcium fluorescence, agonist mode; active compounds read high. B-score at 10 µM. 0.44% of 310,000 active. AID 588627, 2011;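 active = calcium response B-score plate-corrected fluorescence ratio at least 3 library SD, with starting fluorescence B-score inside 5 SD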
#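 Material: HEK293 cells stably expressing human MrgX1 receptor | Quantity: 15,000 cells per well | Times: Cells plated overnight, dye loaded 0.5 h 37 °C, 0.5 h room temperature | Measured by: Kinetic Fluo-4 NW fluorescence of intracellular calcium | Control set: Positive and negative controls per plate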
# MrgX1 PAM = positive allosteric modulators of MrgX1, primary screen, HEK293 cells, Fluo-4 calcium flux; Mas-related G-protein coupled receptor member X1 (Homo sapiens), Q96LB2; FDSS; active compounds read high; B-score at 10 µM; 0.63% of 310,000 active; AID 588675, 2011;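 active = plate-corrected calcium response at least 3 library SD above typical, normal starting fluorescence, not activating the receptor alone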;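 note: compound read alongside a low EC10 to EC30 dose of BAM8-22 agonist; peak minus trough fluorescence over baseline measured at the second addition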
# RGS4 pot = RGS4 potentiators or activators, primary screen, cell-based, HEK293 M3R inducible RGS4, calcium flux; AID 463111, 2010; 0.92% of 310,000 active; B-score at 10 µM; carbachol calcium flux Fluo4; active compounds read low;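 active = B-score of the integrated calcium signal more than 4 SD below the library mean, with starting fluorescence not abnormally high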;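 note: negative B-score means reduced calcium response which marks RGS4 activation or potentiation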
#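 Assay system: HEK293 FlpIn-TREx cells, stable M3R, doxycycline-inducible RGS4 / Probe or stimulus: carbachol, ECmax concentration / Times: overnight RGS4 induction, 30 min dye load 37 °C, 20 min compound RT / Signal: kinetic calcium fluorescence imaging with Fluo4-AM dye, 2 µM / Measure: Agonist-evoked peak-minus-minimum fluorescence over baseline, integrated ratio, B score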
# SKKanGAS inh = S. pyogenes SKKanGAS growth inhibitors in kanamycin, primary screen, streptokinase expression inhibitor project, SKKanGAS strain, BacTiter-Glo luminescence | 6 h | inhibition, % at 7.5 µM | 1.3% of 300,000 active | AID 1662, 2009;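 active = mean replicate score, as percent of positive control median, at least 50; inconclusive = mean below 50 but one replicate at or above 50; inactive = mean and every replicate below 50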;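 note: strain carries kanamycin resistance gene driven by streptokinase promoter and grows in 40 µg/ml kanamycin; loss of luminescence reflects streptokinase promoter inhibition or plain growth inhibition; 0% = median of DMSO wells and 100% = positive control at its reference dose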
# TMEM16A inh = TMEM16A chloride channel inhibitors, primary screen, cell-based, HTS; normalized B-score (activity score, 25-100; higher = stronger inhibition) at 10 µM; AID 588511, 2011; 1.2% of 310,000 active; Anoctamin-1 (Mus musculus), Q8BHY3; HEK293 TMEM16A/YFP iodide influx fluorescence, ionomycin;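 active = ratio plate-corrected score three or more library SD toward inhibition, starting fluorescence score within five deviations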;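 note: score derived from kinetic fluorescence span divided by baseline fluorescence per well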
# Target sequence (Q8BHY3 whole entry, looked up): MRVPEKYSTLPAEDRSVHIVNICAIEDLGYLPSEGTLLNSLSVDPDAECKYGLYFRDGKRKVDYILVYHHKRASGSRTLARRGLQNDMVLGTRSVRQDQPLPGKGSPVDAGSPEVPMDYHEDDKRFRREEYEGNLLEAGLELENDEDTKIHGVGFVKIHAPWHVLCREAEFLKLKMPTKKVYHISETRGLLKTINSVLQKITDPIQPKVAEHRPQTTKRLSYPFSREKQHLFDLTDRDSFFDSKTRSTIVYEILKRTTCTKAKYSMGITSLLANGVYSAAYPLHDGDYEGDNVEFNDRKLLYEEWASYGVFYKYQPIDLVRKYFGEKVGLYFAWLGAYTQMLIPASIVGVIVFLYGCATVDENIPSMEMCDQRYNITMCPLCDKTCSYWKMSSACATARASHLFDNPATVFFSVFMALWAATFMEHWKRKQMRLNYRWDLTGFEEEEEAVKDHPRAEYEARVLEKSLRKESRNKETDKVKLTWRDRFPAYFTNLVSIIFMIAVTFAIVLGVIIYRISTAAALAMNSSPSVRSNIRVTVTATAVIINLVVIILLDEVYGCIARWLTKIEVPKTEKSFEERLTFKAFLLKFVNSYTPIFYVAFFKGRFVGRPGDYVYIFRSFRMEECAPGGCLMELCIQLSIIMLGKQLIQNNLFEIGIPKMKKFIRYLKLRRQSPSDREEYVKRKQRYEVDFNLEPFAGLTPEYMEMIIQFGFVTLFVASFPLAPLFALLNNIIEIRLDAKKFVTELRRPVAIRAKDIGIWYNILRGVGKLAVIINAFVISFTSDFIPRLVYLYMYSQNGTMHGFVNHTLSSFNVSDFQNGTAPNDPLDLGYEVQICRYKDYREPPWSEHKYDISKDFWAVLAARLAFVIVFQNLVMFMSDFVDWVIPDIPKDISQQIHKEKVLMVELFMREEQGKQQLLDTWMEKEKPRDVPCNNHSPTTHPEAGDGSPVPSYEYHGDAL
# ANO1 activ = TMEM16A chloride channel activators or potentiators, primary screen, cell-based, HTS. Anoctamin-1 (Mus musculus), Q8BHY3. HEK293 TMEM16A/YFP-H148Q/I152L, iodide quench fluorescence; active compounds read low. B-score at 10 µM. 0.3% of 340,000 active;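 active = fluorescence-ratio B-score plate-corrected deviation score at least 3 library SD below zero, with starting fluorescence score within 5 deviations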;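 note: channel opened by trigger with iodide after compound preincubation; score built on the fluorescence ratio of max minus min over baseline; more negative score means more quench and so TMEM16A activation or potentiation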
# MrgX1 antagonist = antagonists of human MrgX1 receptor, primary screen, HEK293 cells, Fluo-4 calcium flux; Mas-related G-protein coupled receptor member X1 (Homo sapiens), Q96LB2; BAM8-22 antagonism; active compounds read low; B-score at 10 µM; 1.3% of 310,000 active;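 active = calcium-response B-score plate-corrected more than 3 library SD below zero, starting fluorescence within 5 deviations, no agonist response on first addition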;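 note: peak minus trough fluorescence over baseline after final BAM8-22 challenge near maximal dose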
# The depositor's hits bear a star; i = inactive; ? = inconclusive; / = not tested or not shown.
SMILES,HDAC3 inhib,RGS4 block,TRPC6 inh,TRPC6 activator,MrgX1 ag,MrgX1 PAM,RGS4 pot,SKKanGAS inh,TMEM16A inh,ANO1 activ,MrgX1 antagonist
CCOC(=O)c1cc2c(nc1N)CCCC2,-42,i,i,i,i,i,i,-7,i,i,i
COC(=O)Cc1ccc(NC(=S)NC(C)(C)C)cc1,3,i,i,i,i,i,i,-4,i,i,i
CN(C)Cc1cc(O)c(CN(C)C)cc1O,3,i,i,i,i,i,i,-3,i,i,i
CCC1CCCCN1CCCNC(=O)CCC(=O)N1CCOc2ccccc21 (stereo not drawn),0,i,i,i,i,i,i,-2,i,i,i
CCn1c(CC(=O)Nc2ccc(F)cc2)nnc1SCC(=O)Nc1nncs1,-8,i,i,i,i,i,i,-1,i,i,i
COC(=O)c1ccc(CN(C(C)=O)c2ccccc2)o1,3,i,i,i,i,i,-7.3*,3,i,i,i
COc1ccc(NC(=O)COc2coc(CN3CCc4ccccc4C3)cc2=O)cc1,/,i,i,i,i,i,i,-18,i,i,i
COc1ccccc1NC(=O)c1ccc(COc2ccccc2OC)cc1,-1,i,i,i,i,i,i,-8,i,i,i
Cc1sc2ncnc(N/N=C/c3cccc(O)c3)c2c1C,11,i,i,i,i,i,i,-3,i,i,i
CSc1nnc(-c2ccc(C(F)(F)F)nc2C)o1,-7,i,i,i,i,i,i,-1,i,i,i
O=C(NCCN1CCOCC1)C(=O)NCC1OCCCN1S(=O)(=O)c1cc(F)ccc1F (stereo not drawn),5,i,i,i,i,i,i,4,i,i,i
O=C(COC(=O)[C@@H]1CCCN1S(=O)(=O)c1ccc(Cl)cc1)NCC(F)(F)F,-8,i,i,i,i,i,i,-2,i,i,i
COc1ccc(C(=O)CSc2nc(C)cc(C)n2)cc1[N+](=O)[O-],7,i,i,i,i,i,i,11,i,i,i
COc1ccc2nc(NC(=O)c3ccoc3C)sc2c1,-11,i,i,i,i,i,i,66*,i,i,i
CC(COc1ccccc1)N1CCC(CO)(CCc2ccccc2)CC1 (stereo not drawn),-2,i,i,i,i,i,i,2,i,i,i
CCCc1ccc(S(=O)(=O)N(C)S(=O)(=O)c2ccc(F)cc2)cc1,5,i,i,i,i,i,i,-1,i,i,i
COc1ccc(CNC(=O)c2ccc(S(=O)(=O)N3CCCC3)cc2)cc1OC,11,i,i,i,i,i,i,-4,i,i,i
COc1cccc(C(=O)Nc2nnc(SCC(=O)Nc3ccc(NC(C)=O)cc3)s2)c1,1,i,i,i,i,i,i,39,i,i,i
COC(=O)C1=C(C)Nc2c(c(=O)n(C)c(=O)n2C)C1c1cccnc1 (stereo not drawn),-3,i,i,i,i,i,i,4,i,i,i
COc1cccc2cc(C(=O)NCCc3ccccc3)oc12,-11,i,-6.2*,i,i,i,i,1,i,i,i
Cc1cc(NC(=O)c2cc3ccccc3o2)ccc1NC(=O)c1ccccc1,-1,i,i,i,i,i,i,-2,i,i,i
O=C(NC(=S)N(Cc1ccccc1)c1ccccn1)C1CCCCC1,1,i,i,i,i,i,i,0,i,i,i
COc1ccc(-c2noc(=O)[nH]2)cc1,-11,i,i,i,i,i,i,-7,i,i,i
O=C(Nc1cccc(-c2csc(Nc3ccc(Cl)cc3)n2)c1)c1cc([N+](=O)[O-])cc(C(F)(F)F)c1,8,i,i,i,i,i,i,?,i,i,i
Cc1ccc(C(=O)Nc2nnc(-c3cccs3)s2)cc1C,-11,i,i,i,i,i,i,-6,i,i,i
# (next part)
SMILES,HDAC3 inhib,RGS4 block,TRPC6 inh,TRPC6 activator,MrgX1 ag,MrgX1 PAM,RGS4 pot,SKKanGAS inh,TMEM16A inh,ANO1 activ,MrgX1 antagonist
Cc1ccc(NC(=O)CS(=O)Cc2nc(-c3ccc(C)cc3)oc2C)cc1 (stereo not drawn),-3,i,i,i,i,i,i,-1,i,i,i
COc1ccccc1N1CCN(C(=O)CCc2nnc3ccc(N4CCC(C)CC4)nn23)CC1,10,i,i,i,i,i,i,8,i,i,i
COc1ccc(OC)c(NC(=O)C2CCCN2S(=O)(=O)c2cccc3nsnc23)c1 (stereo not drawn),0,i,i,i,i,i,i,-9,i,i,i
COc1ccc(COC(=O)c2sc3nc4n(c(=O)c3c2C)CCC4)cc1,-5,i,i,i,i,i,i,9,i,i,i
O=C(/C=C/c1ccco1)OCn1nnc2ccccc2c1=O,3,i,i,i,i,i,i,1,i,i,i
CC1CCCN(C(=O)Nc2cccc(NC(=O)N3CCCC(C)C3C)c2)C1C (stereo not drawn),-1,i,i,i,i,i,i,3,i,i,i
COc1cccc(-c2coc3cc4oc(=O)c(CCC(=O)O)c(C)c4cc23)c1,-2,i,i,i,i,i,i,?,i,i,i
NC(=O)C1CC(=O)N(Cc2ccc3c(c2)OCO3)C(=Nc2ccccc2)S1 (stereo not drawn),3,i,i,i,i,i,i,6,i,i,i
C=CCn1nnnc1-c1cccc(Cl)c1,-2,i,i,i,i,i,i,4,i,i,i
Cc1ccc(CN2CCS(=O)(=O)CC2)o1,3,i,i,i,i,i,i,18,i,i,i
S=C(Nc1ccc(Br)cc1)NC1CCCCC1,5,i,i,i,i,i,i,-3,i,i,i
COc1ccc(N(CC(=O)N2CCN(c3ccccc3F)CC2)S(=O)(=O)c2ccc(C)cc2)cc1,13,i,i,i,i,i,i,26,i,i,i
Cc1ccccc1C(=O)c1cccn1CC(=O)NCC(C)c1ccccc1 (stereo not drawn),5,i,i,i,i,i,i,-15,i,i,i
COc1ccc(CNS(=O)(=O)c2ccc(NC(=O)N3CCCCC3)cc2)cc1,2,i,i,i,i,i,i,3,i,i,i
COc1ccc(OCc2cc(C(=O)NC(C)Cc3cnccn3)no2)c(Cl)c1 (stereo not drawn),7,i,i,i,i,i,i,-1,i,i,i
Cc1cccc(CN2CCN(Cc3cnn(-c4ccccc4F)c3)CC2CCO)n1 (stereo not drawn),0,i,i,i,i,i,i,11,i,i,i
CCN(Cc1ccccc1)S(=O)(=O)c1cc(C(=O)O)ccc1OC,-7,i,i,i,i,i,i,3,i,i,i
Cc1ccccc1OCC(=O)N/N=C/c1cccn1C,-1,i,i,i,i,i,i,-1,i,i,i
CCOc1ccc(-c2cc(C(=O)NN=C3CCN(C)CC3)[nH]n2)cc1,0,i,i,i,i,i,i,1,i,i,i
CC(C)NC(=O)CSc1nnc(-c2ccco2)n1N,2,i,i,i,i,i,i,2,i,i,i
O=C(Nc1cccc(C(=O)Nc2ccc(Cl)cn2)c1)c1ccccc1,4,i,i,i,i,i,i,-3,i,i,i
CN(Cc1ccc(OC(F)F)cc1)C(=O)c1ccccc1Sc1ccccc1C#N,2,i,i,i,i,i,i,5,i,i,i
O=C(NCC(=O)N(CCN1CCOCC1)C(C(=O)NC1CCCC1)c1cccs1)c1ccco1 (stereo not drawn),-2,i,i,i,i,i,i,2,i,i,i
CCC(Sc1nc(C)cc(=O)[nH]1)C(=O)Nc1nc(-c2ccccc2)cs1 (stereo not drawn),7,i,i,i,i,i,i,/,25*,i,i
CC(=O)c1cccc(NC(=O)c2csc(-n3nc(C)cc3C(F)(F)F)n2)c1,1,i,i,i,i,i,i,7,i,i,i
# (more compounds)
SMILES,HDAC3 inhib,RGS4 block,TRPC6 inh,TRPC6 activator,MrgX1 ag,MrgX1 PAM,RGS4 pot,SKKanGAS inh,TMEM16A inh,ANO1 activ,MrgX1 antagonist
Cc1cc(C(=O)CSc2nc(N)cc(N)n2)c(C)n1C1CC1,-2,i,i,i,i,i,i,1,i,i,i
Cc1ccccc1N(C(=O)Cc1c[nH]c2ccccc12)C(C(=O)NC1CCCCC1)c1ccco1 (stereo not drawn),2,i,i,i,i,i,i,-6,i,i,-16*
COc1ccc(NC(=S)N2C3CCC2CC(NC(=O)NC24CC5CC(CC(C5)C2)C4)C3)c(OC)c1 (stereo not drawn),-2,i,i,i,i,i,i,0,i,i,i
S=C(NC1CCCCC1)N1CCCCC1,-1,i,i,i,i,i,i,7,i,i,i
O=C(CCS(=O)(=O)Cc1ccccc1F)NCCc1ccc(Cl)cc1,-7,i,i,i,i,i,i,2,i,i,i
O=C(NC1CCCCC1)N1CCC(c2nc(-c3ccc(S(=O)(=O)N4CCCC4)cc3)no2)CC1,-14,i,i,i,i,i,i,4,i,i,i
CCOc1ccc(Br)cc1S(=O)(=O)Nc1ccc(Cl)c(S(=O)(=O)N(C)C)c1,6,i,i,i,i,i,i,12,i,i,i
CCCCC(C(=O)O)C(C)CC(=O)NNC(=O)c1ccco1 (stereo not drawn),?,i,i,i,i,i,i,-4,i,i,i
Cc1cccc(-n2cc(C(=O)O)c(=O)cc2C)c1,-2,i,i,i,i,i,i,8,i,i,i
COC(=O)C1=C(C)NC(=O)/C1=C\c1cc(C)n(-c2ccccc2F)c1C,?,i,i,i,i,i,i,33,i,i,-5.5*
Cc1ccc(NC(=O)c2noc3c2CCC3)cc1C,/,i,i,i,/,/,i,4,/,i,/
Cc1cc(/C=N/n2cnnc2)c(C)n1-c1ccc2ncccc2c1,-7,i,i,i,i,i,i,-7,i,i,i
CCOP(=O)(OCC)C(NC(=O)Nc1c(C)cc(C)cc1C)c1ccccc1 (stereo not drawn),0,i,i,i,i,i,i,-3,i,i,i
CCCCOc1ccc(C2C(C(=O)c3cccs3)=C(O)C(=O)N2CCN2CCOCC2)cc1 (stereo not drawn),2,i,i,i,i,i,i,3,i,i,i
Cn1c(SCC2CCCO2)nnc1-c1ccc([N+](=O)[O-])cc1 (stereo not drawn),1,i,i,i,i,i,i,12,i,i,i
